Screens: PubChem BioAssay, several laboratories
BAP1 inh = inhibitors of human BAP1 deubiquitinase | recombinant BAP1, Ub-AMC hydrolysis fluorescence kinetic; hits give low values | activity remaining (% of control), % at 20 µM | hit rate 0.48% among 72,000 | AID 436;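 active = activity remaining at or below 50% of control, provided the compound also passes the data quality filters; inactive = the rest, including low values that fail the filters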;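 also: 100% = DMSO wells rate and 0% = substrate alone blank rate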
Target sequence (Q92560 whole entry, looked up): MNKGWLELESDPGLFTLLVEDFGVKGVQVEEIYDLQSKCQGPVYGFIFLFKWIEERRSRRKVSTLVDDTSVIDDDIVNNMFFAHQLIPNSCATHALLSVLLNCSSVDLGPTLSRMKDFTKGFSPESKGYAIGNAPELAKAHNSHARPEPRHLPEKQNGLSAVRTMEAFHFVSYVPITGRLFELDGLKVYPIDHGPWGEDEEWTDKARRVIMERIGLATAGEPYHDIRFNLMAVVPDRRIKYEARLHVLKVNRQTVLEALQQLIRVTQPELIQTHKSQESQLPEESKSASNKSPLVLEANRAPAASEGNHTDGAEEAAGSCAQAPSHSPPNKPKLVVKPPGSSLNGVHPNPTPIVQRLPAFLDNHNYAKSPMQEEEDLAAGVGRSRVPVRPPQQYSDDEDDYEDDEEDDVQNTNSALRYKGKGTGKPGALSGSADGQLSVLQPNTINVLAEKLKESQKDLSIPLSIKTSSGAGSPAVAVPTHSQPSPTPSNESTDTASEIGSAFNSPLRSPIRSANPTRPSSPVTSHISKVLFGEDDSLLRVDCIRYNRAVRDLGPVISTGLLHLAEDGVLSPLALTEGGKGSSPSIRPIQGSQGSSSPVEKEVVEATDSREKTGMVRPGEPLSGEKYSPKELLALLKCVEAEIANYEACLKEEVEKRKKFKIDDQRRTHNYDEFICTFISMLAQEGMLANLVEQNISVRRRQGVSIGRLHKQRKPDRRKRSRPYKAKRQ
HePTP inhibitor = human HePTP phosphatase inhibition; hit rate 0.64% among 110,000; recombinant HePTP phosphatase activity, OD absorbance; AID 521; inhibition, % at 20 µM; P35236; in the data active = inhibition above about 50%;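 also: plate controls were vehicle for no effect and reference inhibitor for full effect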
Target sequence (P35236 whole entry, looked up): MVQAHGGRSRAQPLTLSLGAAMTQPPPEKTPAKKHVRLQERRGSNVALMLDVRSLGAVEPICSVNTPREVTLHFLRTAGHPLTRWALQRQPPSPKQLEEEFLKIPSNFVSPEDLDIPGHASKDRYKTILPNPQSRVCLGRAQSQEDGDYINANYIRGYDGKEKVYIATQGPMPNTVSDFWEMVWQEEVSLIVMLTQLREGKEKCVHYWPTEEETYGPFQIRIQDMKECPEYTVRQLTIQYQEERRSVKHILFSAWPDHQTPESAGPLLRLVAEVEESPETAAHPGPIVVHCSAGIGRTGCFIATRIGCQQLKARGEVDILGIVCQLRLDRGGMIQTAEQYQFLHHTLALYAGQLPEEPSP
An asterisk follows results filed as active; x = no result given; & = joins results of further samples.

SMILES	BAP1 inh	HePTP inhibitor
Cc1ccc(-c2nnc3sc(-c4ccncc4)nn23)cc1	98.8	12.8
Cc1cc(C(C)(C)C)oc1C(=O)Nc1ccc(CC(=O)O)cc1	91.4	7.3
O=c1c2ccccc2sn1-c1cc(S(=O)(=O)N2CCOCC2)ccc1N1CCOCC1	122.0	11.7
COc1cc2c(cc1NC(=O)CN1C(=O)c3ccccc3C1=O)oc1ccccc12	x	10.4
CN(C)C(CNC(=O)C1CCCN(C(=O)c2ccc(Cl)cc2)C1)c1ccco1 (stereo not drawn)	107.4	3.5
Cc1ccc(/C=c2\sc3nc(-c4ccco4)nn3c2=O)o1	77.0	-3.9
CC(c1ccccc1)N1CC(C(=O)NC2CCCC2)CC1=O (stereo not drawn)	90.3	2.0
COc1cc2nc(SCC(N)=O)n(CCC3=CCCCC3)c(=O)c2cc1OC	110.5	8.7
Nc1ccc2nc(Sc3nc4ccc([N+](=O)[O-])cc4s3)sc2c1	x	-24.4
N#Cc1ccc(CSCC(=O)O)cc1	100.3	-5.0
COc1ccc(N(CC(=O)NCCSc2ccccn2)S(=O)(=O)c2ccccc2)c(OC)c1	x	-15.3
CCCCNC(=O)C1COc2ccccc2O1 (stereo not drawn)	92.2	1.9
CCOc1ccccc1N(C(=O)c1snc(C(N)=O)c1N)C(C(=O)NC1CCCC1)c1ccco1 (stereo not drawn)	x	5.0
COc1ccc(N(CC(=O)NC2CCCC2)C(=O)Cn2nnc(-c3ccc(C)cc3)n2)cc1	85.7	-1.1
CCc1ccc2oc(-c3ccc(C)c(NC(=O)c4cc(OC)cc(OC)c4)c3)nc2c1	x	-3.6
Cc1c(C(Nc2ccccn2)c2ccccc2)c(=O)n(-c2ccccc2)n1C (stereo not drawn)	69.1	1.7
Cn1c2ccccc2c2c(C(=O)O)cn(C3CCCC3)c(=O)c21	x	8.0
CSc1nc(C)cc(Oc2ccc(=O)n(C)n2)n1	110.9	9.6
COc1ccc(C(=O)N2CCN(c3ccccc3OC)CC2)cc1	x	6.2
CCOC(=O)c1c(C)n(C)c2ccc(OC)c(NS(=O)(=O)c3ccc(Cl)s3)c12	93.7	12.4
CC(C)(C)NC(=O)C(c1ccco1)N(C(=O)c1ccc(CN2CCOCC2)o1)c1ccccc1 (stereo not drawn)	77.0	0.7
COC(=O)c1ccc(/C=C2\SC(=S)N(Nc3ccccc3)C2=O)cc1	x	-3.0
O=c1c2cccc3c(N4CCOCC4)ccc(c32)c2nc3ccccc3n12	116.1	4.2
COc1ccc(N2CCN(Cc3cc(=O)oc4cc(C)c(Cl)c(C)c34)CC2)cc1	79.8	2.8
O=C(COC(=O)c1ccc(Cl)c([N+](=O)[O-])c1)c1ccc(Cl)cc1	153.6	-0.4
O=C(Nc1nc2ccc3ccccc3c2s1)c1cccc(Br)c1	x	12.1
CCc1ccc(C2Nc3ccccc3NC3=C2C(=O)CC(c2ccccc2)C3)s1 (stereo not drawn)	x	4.4
O=C1OC2c3ccccc3C(=O)N2c2ccccc21 (stereo not drawn)	141.9	x
COc1ccc(C(=O)NC2CCN(C(=O)NC3CCCCC3)CC2)cc1	87.1	1.0
CCOC(=O)C1CCN(C(=O)CC(NS(=O)(=O)c2ccc(OC)cc2)C(C)C)CC1 (stereo not drawn)	109.3	1.2
COC(=O)c1sc2nc(-c3ccccc3)nc(N)c2c1C	x	-1.5
CC(C)(C#N)OC(=O)Nc1ccccc1	x	-2.3
Cc1noc(C)c1S(=O)(=O)N1CCC(C(=O)NCCN2CCC(C)CC2)CC1	84.3	4.5
C=CCOc1ccc2c(=O)c(-c3ccccc3OC)coc2c1	x	0.0
COCc1cc(C)c2c(N)c(C#N)sc2n1	136.2	-7.4
CC1CC(C(O)c2ccccn2)C(=O)C(C(O)c2ccccn2)C1 (stereo not drawn)	x	-0.8
CC(=O)Nc1ccc(S(=O)(=O)Nc2cccc(C(=O)Nc3nccs3)c2)cc1	x	-16.8
CSc1ccccc1NC(=O)c1cc(-c2cccs2)on1	83.3	6.5
CC1(C)C(=O)NC(=O)N1CN1C(=O)NC(=O)C1(C)C	x	1.0
COc1ccc(N(C(=O)c2ccco2)C(C(=O)NC2CCCC2)c2ccc(N(C)C)cc2)cc1OC (stereo not drawn)	96.5	-1.6
COc1ccc(N2C(=O)CSC23C(=O)Nc2ccccc23)cc1OC (stereo not drawn)	96.4	10.7
CCc1ccccc1NC(=O)COc1ccc(OC)cc1	176.1	x
O=C1NC(=S)S/C1=C\c1ccc(OS(=O)(=O)c2cccc([N+](=O)[O-])c2)cc1	x	9.5
COc1ccc(-n2cnc3cc(NC(C)=O)ccc32)cc1	x	0.8
Cc1ccc(S(=O)(=O)NC2=NCN(CCN3CCOCC3)CN2)cc1	94.7	-1.2
CCn1c(-c2cc(OC)c(OC)c(OC)c2)n[nH]c1=S	103.7	6.7
CCCC1C2CN(C(C)C)CC=C2C(C#N)=C(N)C1(C#N)C#N (stereo not drawn)	44.3*	-1.4
CCCn1c(=O)c2ccccc2n2c(SCN3C(=O)c4ccccc4C3=O)nnc12	86.2	-8.4
COc1cccc(CN(C(=O)c2ccco2)C(C(=O)NC2CCCC2)c2cccnc2)c1 (stereo not drawn)	109.7	3.2
CCCC(=O)Nc1nn(C)c2nc3cc(C)ccc3cc12	105.6	3.9
O=c1c(N2CCOCC2)nsnc1N1CCOCC1	88.4	3.0
Cc1cc(=O)oc2cc(OCC(=O)c3ccccc3)cc(OCC(=O)c3ccccc3)c12	x	7.0
CC(C)(C)c1[nH]nc2c1C(Cc1ccccc1)C(C#N)=C(N)O2 (stereo not drawn)	108.7	6.2
CN(Cc1ccccc1)C(NC(=O)c1ccccc1[N+](=O)[O-])C(Cl)(Cl)Cl (stereo not drawn)	x	3.2
Oc1ccc(Br)cc1/C=N/Nc1ncc(Br)cn1	x	14.8
CCN(CC)C(=O)C(C)N(C#N)c1nc(NC(C)C)nc(NC(C)C)n1 (stereo not drawn)	x	1.7
Cc1ccc(S(=O)(=O)N/N=C/c2cc(Br)cc(Br)c2O)cc1	x	-13.5
CCCn1nc(C(=O)NCCN2CCOCC2)c2ccccc2c1=O	89.4	13.8
COc1ccc(C(=O)N2CCCCC2)cc1S(=O)(=O)Nc1ccccc1	104.5	4.3
COc1ccc(N=Cc2cccc(C)c2O)cc1Cl	x	-3.0

More structures:
SMILES	BAP1 inh	HePTP inhibitor
COC(=O)CN(c1cccc(Cl)c1)S(=O)(=O)c1ccc(C)cc1	x	9.2
Cc1ccc(OCCNC(=O)Cc2cccc3ccccc23)cc1	x	9.1
C=CCOc1ccc(C2N3CC4(C)CN2CC(CCC)(C3)C4=O)cc1 (stereo not drawn)	102.3	6.9
O=C1CC(c2ccco2)Cc2nc(NCC3CCCO3)ncc21 (stereo not drawn)	93.3	-2.2
CCOC(=O)c1ccc(NC(=O)c2ccccc2CCc2ccccc2)cc1	76.3	x
COc1cc(C=C2C(=O)NC(=O)NC2=O)ccc1OCCC(C)C	x	3.6
CC(C)OC(=O)CSc1nnc(-c2ccc(O)cc2)n1Cc1ccccc1	99.3	10.6
CN(C)c1ccc(/C=C2/SC(=S)N(CC(=O)O)C2=O)cc1Br	x	1.8
O=C(Nc1ccccc1)N1CCN(c2ccccc2)CC1	x	-1.8
O=C(Cc1ccc(S(=O)(=O)N2CCOCC2)s1)Nc1ccc2c(c1)CCC2	86.8	1.4
O=c1oc(-c2ccco2)nc2cc(Cl)ccc12	x	5.4
CC(C)Cc1cc(C(=O)O)n[nH]1	104.6	2.9

Single records (already shown):
CCOC(=O)c1ccc(NC(=O)c2ccccc2CCc2ccccc2)cc1 as listed: BAP1 inh = 76.3; HePTP inhibitor = x
CN(C)c1ccc(/C=C2/SC(=S)N(CC(=O)O)C2=O)cc1Br as listed: BAP1 inh = x; HePTP inhibitor = 1.8

Further compounds follow.
SMILES	BAP1 inh	HePTP inhibitor
CC1(C)CC(=O)C2=C(C1)OC1=C(C(=O)CC(C)(C)C1)C2c1ccc(OCC(=O)O)cc1	x	0.2
COc1ccc(OCCCCS)cc1	x	-23.1
COc1ccc(OC)c(NC(=O)c2ccc(N(C)S(=O)(=O)c3ccccc3)cc2)c1	x	11.0
O=C(Nc1cc(C(F)(F)F)cc(C(F)(F)F)c1)c1ccc([N+](=O)[O-])o1	x	2.0
Cc1ccc(SCc2[nH]nc3c2C(c2cccnc2)C(C#N)=C(N)O3)cc1 (stereo not drawn)	96.9	-5.7
Cc1sc2nc(SCc3nnc(-c4cccs4)o3)n(C3CCCC3)c(=O)c2c1C	x	5.4
O=C(NC(Nc1ccccc1)C(=O)c1ccccc1)c1ccco1 (stereo not drawn)	x	9.0
CCN(Cc1ccccc1)S(=O)(=O)c1ccc([N+](=O)[O-])cc1	x	3.6
Cc1occc1C(=O)O/N=C(\N)c1ccccc1	x	-0.3
O=C(c1cc2ccccc2o1)n1nnc2ccccc21	100.8	5.8
Cc1cc2c(c(=O)o1)C1(C(=O)N(C)c3ccccc31)C(C#N)=C(N)O2 (stereo not drawn)	x	3.3
Cc1ccccc1-c1nc(CS(=O)(=O)CC(=O)NCCN2CCOCC2)c(C)o1	93.6	6.7
COC(=O)c1cccc(NC(=O)c2ccc3c(c2)C(=O)N(C(C)(C)C)C3=O)c1	x	1.4
COc1cccc(N2C(=O)c3ccc(C(=O)Nc4ccc(Br)cc4C(=O)O)cc3C2=O)c1	x	12.7
OC(COCc1ccc(Cl)cc1)CN1CCN(CC(O)COCc2ccc(Cl)cc2)CC1 (stereo not drawn)	88.1	6.2
COc1ccc(-c2nc(CSCC(=O)N3CCN(C4CCCCC4)CC3)c(C)o2)cc1OC	97.8	10.5
COC(=O)c1c(C)oc2ccc(OC(=O)c3cccs3)cc12	84.5	-4.9
CCN1C(=S)SC(=O)C1=C1C=C(C)N(Cc2ccco2)C(C)=C1	x	5.8
N#C/C(=C\c1ccc(-c2ccc(Cl)cc2)o1)c1ccccc1	x	5.2
CCc1ccccc1N(CC(=O)OC)S(C)(=O)=O	81.5	4.6
CC(=O)NC1(c2ccccc2)CCN(C(=O)N2CCOCC2)CC1	107.2	6.6
O=C(Nc1ccc2c(c1)OCCO2)C1CCCN1S(=O)(=O)c1cccc2cccnc12 (stereo not drawn)	100.1	6.3
CCN(CC)CCCCOc1ccc(C(C)C)cc1	x	4.8
COC(=O)c1ccc(N2C(=O)CC(SCCN)C2=O)cc1 (stereo not drawn)	97.2	0.2&6.4
CCOC(=O)C1=C(C)N=c2s/c(=C\c3ccc4c(c3)OCO4)c(=O)n2C1c1ccc(OC)c(Br)c1 (stereo not drawn)	x	3.8
O=[N+]([O-])c1cccc(C2Nc3ccc4ccccc4c3C3C=CCC32)c1 (stereo not drawn)	x	-0.4
COc1ccc(/C(O)=C2/C(=O)C(=O)N(CCCN(C)C)C2c2ccc(C)o2)cc1Cl (stereo not drawn)	135.3	3.9
O=C1CC(c2ccccc2)CC2=C1C(c1ccc(F)c(F)c1)Nc1ccccc1N2 (stereo not drawn)	x	8.2
CCc1ccccc1NC(=O)C(=O)NC(C)c1ccccc1 (stereo not drawn)	x	0.7
O=C(Nc1sc2c(c1C(=O)NCc1ccco1)CCCC2)c1ccc2c(c1)OCO2	x	-3.8
Cc1ccsc1/C=C(\C#N)c1nc(-c2ccc3c(c2)OCO3)cs1	x	-5.6
C#CCOc1ccc(/C=C2\C(=O)NC(=O)N(c3cc(C)cc(C)c3)C2=O)cc1	x	-7.9
COc1ccc(N2CCN(Cc3nc4c(c(=O)n(C)c(=O)n4C)n3CCc3ccccc3)CC2)cc1	91.8	-3.9
CCOc1ccccc1NC(=O)c1c(N)sc2c1CCCCC2	x	7.5
CC1CCC(N2CCN(S(=O)(=O)c3ccc(Cl)cc3)CC2)CC1 (stereo not drawn)	x	-7.9
CCOc1ccc(C(=O)COC(=O)c2ccc(C)cc2)cc1	x	-4.8

Quoted from the listing:
O=C(Nc1sc2c(c1C(=O)NCc1ccco1)CCCC2)c1ccc2c(c1)OCO2 @ HePTP inhibitor = -3.8
CC1CCC(N2CCN(S(=O)(=O)c3ccc(Cl)cc3)CC2)CC1 (stereo not drawn) @ HePTP inhibitor = -7.9

Reformatted: results already given
Compound | BAP1 inh | HePTP inhibitor
COc1ccc(N2CCN(Cc3nc4c(c(=O)n(C)c(=O)n4C)n3CCc3ccccc3)CC2)cc1 | 91.8 | -3.9
CCOc1ccccc1NC(=O)c1c(N)sc2c1CCCCC2 | x | 7.5
CC1CCC(N2CCN(S(=O)(=O)c3ccc(Cl)cc3)CC2)CC1 (stereo not drawn) | x | -7.9
CCOc1ccc(C(=O)COC(=O)c2ccc(C)cc2)cc1 | x | -4.8

Further results
SMILES	BAP1 inh	HePTP inhibitor
COc1ccc(-n2c(SC)nnc2-c2c[nH]c3ccccc23)cc1	84.5	7.6
Cc1cc(N)c(NC2=CC(=O)CC(C)(C)C2)cc1C	97.2	-1.1
O=C(NCC1CCCO1)c1ccc(COCC(F)(F)C(F)F)cc1 (stereo not drawn)	127.5	5.4
O=C1SC(Nc2ccc(-c3ccccc3)cc2)C(=O)N1c1ccccc1 (stereo not drawn)	x	-3.4
O=C1S/C(=C/C=C/c2cccc([N+](=O)[O-])c2)C(=O)N1c1ccccc1	x	-2.6
COc1ccc(OC)c2[nH]c(=O)c(CCNS(=O)(=O)c3ccccc3)cc12	100.6	8.4
Cc1cc(C(=O)N/N=C/c2c(F)cccc2Cl)n[nH]1	x	1.7
COc1ccc(Br)cc1/C=C/C(=O)Nc1ccc(F)c([N+](=O)[O-])c1	x	7.0
COc1cccc(OCc2nc3c4cnn(-c5ccccc5)c4ncn3n2)c1	100.9	-6.2
COc1ccc2c(c1)CCc1c(C(=O)NCCN3CCOCC3)noc1-2	98.4	-6.0
Cc1occc1C(=O)Nc1cccc(O)c1	x	6.4
FC1(F)C2C3OC(C4C5C=CC(O5)C34)C2C1(F)F (stereo not drawn)	x	-9.9
CCn1c(SCC(=O)c2ccc3c(c2)OCCO3)nnc1C(C)C	116.5	0.3
CCCOC(=O)c1ccc(NC(=O)C(c2ccccc2)c2ccccc2)cc1	x	9.2
